From PubChem
IP6K1 inhibitor = Primary qHTS assay for small molecule inhibitors of Inositol hexaphosphate kinase 1 (IP6K1). Inositol hexakisphosphate kinase 1 (Homo sapiens), Q92551. activity change, % (series mostly up to about 58 µM). 0.81% of 140,000 active. IP6K1 kinase, ADP-Glo luminescence, 2 h; stronger effect = lower value. AID 1645851, 2021; in the data active = activity change below about -25%
Target sequence (Q92551 whole entry, looked up): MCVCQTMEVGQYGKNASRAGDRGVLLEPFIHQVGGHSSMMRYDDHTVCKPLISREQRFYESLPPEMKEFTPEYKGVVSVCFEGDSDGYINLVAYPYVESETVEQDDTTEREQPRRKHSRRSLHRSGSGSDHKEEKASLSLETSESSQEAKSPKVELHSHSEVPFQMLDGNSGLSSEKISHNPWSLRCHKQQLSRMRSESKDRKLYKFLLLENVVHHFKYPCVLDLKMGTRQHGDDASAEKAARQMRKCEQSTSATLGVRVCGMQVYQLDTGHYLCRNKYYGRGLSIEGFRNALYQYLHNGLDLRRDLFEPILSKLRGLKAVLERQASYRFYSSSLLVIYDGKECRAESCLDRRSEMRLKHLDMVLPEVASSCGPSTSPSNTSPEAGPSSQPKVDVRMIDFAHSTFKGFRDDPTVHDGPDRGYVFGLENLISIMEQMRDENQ
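ADP-Glo luminescence measures ADP made by human IP6K1 during a 2 h RT reaction with ATP/IP6 (mix at 1.3 mM/130 uM); top library doses 57.5 and 19.1 uM final.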
3T3 cytotox = Cytotoxic Profiling in NIH 3T3 Cell Line of Diverse Libraries Using Quantitative High-Throughput Screening; NIH 3T3 viability, CellTiter-Glo ATP luminescence, 48-72 h; Potency, µM (top dose mostly 96.7 µM), for inactives: top-dose activity change, negative = cytotoxicity, usual class: inhibitors; 4.3% of 94,000 active; AID 1345082, 2018; also: potency is read from the fitted curve at half-maximal effect; nearly all actives have a fitted effect of over 55% in size
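Cells were seeded at 400 per well, treated with pin-transferred compound, and kept 48 or 72 hr at 37 °C before CellTiter-Glo addition and luminescence imaging of cellular ATP.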
SNCA expr inhib = Primary qHTS assay for inhibitors of alpha-synuclein gene (SNCA) expression. AID 1671194, 2021. HEK-293 SNCA-luciferase knock-in, luminescence, 24 h. 0.17% of 140,000 active. Potency, µM (titrated, usually from 57.2 µM), for the others: at the highest dose activity change, negative = inhibition, hits mostly inhibitors;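 also: potency is read from the fitted curve at half-maximal effect; plate controls were DMSO cells for no effect and cell-free wells for full effect; nearly all actives have a fitted effect of over 45% in size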
Luciferase inh = Firefly luciferase inhibition profiling of diverse chemical library using quantitative high-throughput screening | purified P. pyralis luciferase, luminescence, biochemical | AID 1347043, 2019 | Potency, µM (series often up to 115 µM), for inactives: at the highest dose activity change, negative = inhibition, usual class: inhibitors | Luciferin 4-monooxygenase (Photinus pyralis), P08659 | 2.5% of 76,000 active; also: potency is read from the fitted curve at half-maximal effect; nearly all actives have a fitted effect of over 65% in size
Target sequence (P08659 whole entry, looked up): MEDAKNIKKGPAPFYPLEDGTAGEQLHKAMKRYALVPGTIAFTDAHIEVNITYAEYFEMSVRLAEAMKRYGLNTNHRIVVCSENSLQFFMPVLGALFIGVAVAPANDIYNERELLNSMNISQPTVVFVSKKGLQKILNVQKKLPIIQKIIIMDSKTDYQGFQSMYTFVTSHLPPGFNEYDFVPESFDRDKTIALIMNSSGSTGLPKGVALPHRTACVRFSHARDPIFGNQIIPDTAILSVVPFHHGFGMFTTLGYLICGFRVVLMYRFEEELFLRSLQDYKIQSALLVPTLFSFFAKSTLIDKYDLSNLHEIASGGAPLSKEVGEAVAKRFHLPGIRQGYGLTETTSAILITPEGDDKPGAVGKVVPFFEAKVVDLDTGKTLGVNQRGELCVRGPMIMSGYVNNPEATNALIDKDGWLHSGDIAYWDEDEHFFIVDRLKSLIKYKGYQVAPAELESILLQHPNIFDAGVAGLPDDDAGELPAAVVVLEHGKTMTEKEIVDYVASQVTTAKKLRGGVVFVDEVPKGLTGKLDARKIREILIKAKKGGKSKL
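Cell-free enzyme assay, 10nM P. pyralis luciferase, luciferin and ATP each at 10uM. Inhibition profiled over a 6-point titration, read as luminescence.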
GPT2 inhibitor = Primary qHTS assay for inhibitors of Glutamate pyruvate transaminase 2 (GPT2); Alanine aminotransferase 2 (Homo sapiens), Q8TD30; Recombinant GPT2, coupled pyruvate oxidase/HRP Amplex Red fluorescence; Potency, µM (doses to about 57.7 µM), for inactives: at the top dose activity change, negative = inhibition, usual class: inhibitors; 0.25% of 100,000 active; AID 1671188, 2021; also: potency is read from the fitted curve at half-maximal effect; nearly all actives have a fitted effect of over 60% in size; many of its hits are not listed in these tables
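Fluorescence of coupled pyruvate oxidase/HRP/Amplex Red system (50uM Amplex, 30 min, dark) reports pyruvate formed by GPT2. Enzyme reaction: 10ng/uL GPT2, 2mM L-alanine, 250uM a-KG, 30 min room temperature, pH 7.5; 50uM AOA control.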
HEK293 tox = Cytotoxic Profiling in HEK 293 Cell Line of Diverse Libraries Using Quantitative High-Throughput Screening. AID 1345083, 2018. Potency, µM (doses to about 115 µM), for inactives: at the highest dose activity change, negative = cytotoxicity, hits mostly inhibitors. 6.6% of 94,000 active. HEK 293 viability, ATP luminescence (CellTiter-Glo), 48-72 h; also: potency is read from the fitted curve at half-maximal effect; nearly all actives have a fitted effect of over 60% in size
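Viability of HEK 293 cells, plated at 250 cells/well, was judged by cellular ATP after compound treatment for 48 or 72 hr. Luminescence was imaged 10 min after CellTiter-Glo addition at room temperature.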
HEK293 viab = GF-AFC viability counterscreen for inhibitors of alpha-synuclein gene (SNCA) expression | HEK-293-SNCA-luc viability, GF-AFC fluorescence, 24 h | Potency, µM (titrated, usually from 57.1 µM), without a hit: at the highest dose activity change, negative = cytotoxicity, actives largely listed as cytotoxic | 0.12% of 150,000 active;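 also: potency is read from the fitted curve at half-maximal effect; 0% = DMSO-treated cells and -100% = medium-only wells without cells; nearly all actives have a fitted effect of over 30% in size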
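HEK-293-SNCA-luc cells (1500/well) plated 24 h, then exposed 24 h to a dilution series; GF-AFC added 30 min at 37C, fluorescence 405/540 nm; normalised to medium-only and DMSO wells, Hill fit.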
Starred values were filed as active, the others as inactive; i = inactive; ? = inconclusive; . = no result given; [ ] = dose if it differs, or a comment. Unless noted, calls follow the shape of the dose curve; as a rule, active = well fitted curve in the direction sought with a large enough effect; inconclusive = small, poorly fitted or top-dose-only effect, or another doubt; inactive = no such curve, though single readings can be large; an effect the other way counts as inactive or inconclusive. Unless noted, % is scaled to controls: 0 for no effect and ±100 for the full control effect.

nr	canonical_smiles	IP6K1 inhibitor	3T3 cytotox	SNCA expr inhib	Luciferase inh	GPT2 inhibitor	HEK293 tox	HEK293 viab
1	Cc1ccc(-n2nc(C)c([C@@H]3C=C[C@@H](NCc4ccc(F)cc4)C3)c2C)cc1Cl	-5	?	-2%[87.6 µM]	45µM*	0%[88.5 µM]	32µM*	?
2	CCCN(CCC)C(=O)C1CCCN(c2ncnc3onc(-c4ccc(F)cc4)c23)C1 (centres undefined)	-3	.	-10%	.	.	.	2%
3	Cn1nc(C2CCN(C(=O)c3ccccc3)CC2)[nH]c1=O	1	-2%[138 µM]	-12%[87.6 µM]	-2%[172 µM]	-13%[88.5 µM]	3%[172 µM]	5%[87.6 µM]
4	COc1ccc(CCc2nc3nccc(-c4cccnc4)n3n2)cc1	6	?	5%	-5%	i	3%	8%
5	COC[C@H]1C[C@@H](NS(=O)(=O)c2cccc(F)c2)[C@H](O)[C@@H]1O	1	-27%[138 µM]	-11%[87.6 µM]	-4%[172 µM]	i	-12%[172 µM]	-5%[87.6 µM]
6	Cc1ccc(CN2CC3(C2)NC(=O)c2ccccc2O3)cc1	5	?	28%[87.6 µM]	-8%[172 µM]	-7%[88.5 µM]	?	-1%[87.6 µM]
7	COc1ccc(S(=O)(=O)c2cn(CC(=O)Nc3ccccc3)c3ccc(Cl)cc3c2=O)cc1	9	.	-10%	.	.	.	1%
8	CCC1(O)CCC12CCN(C(=O)C1CCCC1)CC2 (centres undefined)	-10	-12%	32%[activator]	-12%	i	?	-21%
9	CC(C)C(=O)N1CCCN(C)c2ccccc21	-8	-11%	19%	2%	-1%	-2%	8%
10	CN(CC1CCCCC1)C1CCc2ccccc21 (centres undefined)	1	i	12%[87.6 µM]	-2%[172 µM]	i	i	9%[87.6 µM]
11	C=CCNC(=O)C[C@@H]1CCN(C(=O)Nc2cccc(C(=O)OCC)c2)C[C@@H]1CC	-1	-10%[174 µM]	?	3%[172 µM]	i	-26%[172 µM]	0%[87.6 µM]
12	O=Cc1ccc(N2CCN([S+](=O)([O-])C3CC3)CC2=O)cc1	10	-10%	-6%	.	2%	-10%	0%
13	COc1ccc(-n2ncc(C(=O)N3CCOCC3)c2C2CCN(C(=O)OC(C)(C)C)CC2)cc1	-3	.	-3%	.	.	.	-13%
14	Cc1ccc(CCNC(=O)c2cc3n(n2)CC(c2ccc4c(c2)OCO4)OC3)cc1 (centres undefined)	21	?	-14%	-7%	i	?	4%
15	Cc1ccc2occ(CC(=O)Nc3nnc(C(C)C)s3)c2c1	-11	.	-10%	.	.	.	-3%
16	CCc1nc2ccc(C(=O)NCCc3ccc(OC)c(OC)c3)cc2nc1CC	1	.	42%	.	.	.	8%
17	CCn1nccc1C(=O)N1CCC2(CC1)N(Cc1cccc(F)c1)C(=O)CS2=O (centres undefined)	12	-10%	-27%	5%	0%	-3%	0%
18	COc1ccccc1N1CCN(C(c2ccc(Cl)cc2)c2nnc(-c3cccc(F)c3)o2)CC1 (centres undefined)	-16	.	26%	.	.	.	-6%
19	COc1ccc(C(=O)NCCc2ncc(C)n2C2CC2)cn1	1	4%	1%	-8%	4%	0%	-13%
20	C[S+](=O)([O-])NC1CC2(CCN(C(=O)Cc3c[nH]c4ccccc34)CC2)c2ccccc21 (centres undefined)	3	-12%	8%	.	-7%	-3%	4%
21	CC1(C(=O)N2C[C@@H](Oc3cccnc3)C[C@H]2C(=O)NC2CC2)CCCCC1	0	i	-3%	9%	i	i	5%
22	COc1ccc(CN2CCC3(CC2)Cc2ccccc2CNC3=O)cc1F	-9	0%	0%	.	i	-11%	-6%
23	CN(Cc1ccccc1)C(=O)C1CC(=O)N(c2n[nH]c3cccc(F)c23)C1 (centres undefined)	5	-4%	14%	-1%	2%	-1%	7%
24	Oc1ccc(-c2nc3ccccn3c2Nc2ccc3c(c2)OCCO3)cc1	-10	.	?	.	.	.	?
25	CCCCOc1cccc(NC(=O)CSc2nnc(C)s2)c1	11	.	-21%	.	.	.	6%
26	COc1ccccc1CNC(=O)C[C@@H]1CCNC[C@@H]1Cc1cc(C(C)(C)C)on1	-4	100µM*	-6%[87.6 µM]	0%[172 µM]	i	100µM*	-20%[87.6 µM]
27	O=C(NCCc1ccc(Cl)cc1)c1cn2cc(-c3ccc(C(F)(F)F)cc3)sc2n1	2	-13%	14%	.	-3%	i	-2%
28	Cc1ccccc1C1CC(=O)Nc2ccc3ccccc3c21 (centres undefined)	12	.	?	.	.	.	-23%
29	C=CCN(C)C(=O)C[C@@H]1c2nc(NC(=O)CCCCC)sc2C[C@@H]2[C@](C)(CO)[C@H](O)CC[C@]21C	-4	-14%	-5%	0%	-5%	-10%	-5%
30	COc1ccc(-c2noc([C@@H]3CCCN3C(=O)c3ccc(C)c(C)c3)n2)cc1OC	1	?	-12%	-4%	i	?	?
31	Cc1ccc(Nc2c(-c3ccccc3O)nc3cc(C)ccn23)cc1	0	.	6%	.	.	.	-4%
32	O=C(Nc1cccc(-n2cccn2)c1)C1CCCN1CC1CC1 (centres undefined)	15	3%	-22%	10%	-7%	-2%	-8%
33	CCN(C(=O)Cn1c(C(=O)OC)cc2sc(Cl)cc21)c1cccc(C)c1	7	.	-14%	.	.	.	4%
34	Cc1ccc(NC2=C(c3ccc(C(F)(F)F)cc3)C(=O)c3ccccc32)cc1C	-8	.	113%[activator]	.	.	.	-5%
35	Cc1occc1C(=O)N1CCCn2ccnc2C1c1cnn(C)c1 (centres undefined)	2	-4%	3%	4%	1%	-11%	-3%
36	Cc1ccc(-c2cc(N3CCCN(C(=O)c4cccc(N(C)C)c4)CC3)n[nH]2)cc1C	-10	40µM*	-27%	?	?	?	18µM*
37	CCS(=O)(=O)N1CCc2cc(C(=O)Nc3cccc(C(C)=O)c3)ccc21	-10	.	91%[activator]	.	.	.	-23%
38	O=C(c1ccc(-c2ncc3cnc(C4=CCOCC4)cn23)cc1)N1CC[S+](=O)([O-])CC1	-12	?	9%[87.6 µM]	0%[172 µM]	2%[88.5 µM]	1%[172 µM]	-4%[87.6 µM]
39	C=Cc1ccc(Cn2c(C(=O)O)c(CNCc3cccs3)c3ccc(C)cc32)cc1	-1	.	?	.	.	.	?
40	O=C(c1ccc(C(F)(F)F)cc1)N1CCCN(c2nc3ncccc3o2)CC1	-17	-24%	-19%	-2%	i	-25%	1%
41	Cc1ccc(CNC(=O)c2cc3c(N4CCSCC4)nc(C)cn3n2)cc1	-1	?	2%	-5%	3%	?	-1%
42	CCCc1noc(-c2cccn3c(CNC(=O)c4cccc(Cl)c4)nnc23)n1	-2	-22%	5%	2%	i	?	-13%
43	Cc1ccc2onc(CC(=O)N(C)c3ccccc3)c2c1	1	.	5%	.	.	.	-8%
44	CCOC(=O)C(=O)CCCCCCl	-2	.	12%[25.6 µM]	.	1%	.	-21%[23.9 µM]
45	Cc1ccc(C)c(Oc2nc3c(c(=O)n(C)c(=O)n3C)n2Cc2ccccc2)c1	17	.	22%	.	.	.	14%
46	O=C(NC1CCCc2c1[nH]c1ccc(F)cc21)c1n[nH]c2c1CCC2 (centres undefined)	-5	35µM*	-2%	0%	-16%	35µM*	-10%
47	CCc1ccc(C(=O)NC2CCN(c3cc(-c4cccs4)[nH]n3)C2)cc1 (centres undefined)	0	?	-21%	4%	?	?	-22%
48	CCN1C(=O)CCN(Cc2cnn(CC)c2C)CC12CCOCC2	-9	-5%	-2%	-11%	-17%	-8%	-23%

2 entries from above, with one line to a screen:
(41) Cc1ccc(CNC(=O)c2cc3c(N4CCSCC4)nc(C)cn3n2)cc1
(42) CCCc1noc(-c2cccn3c(CNC(=O)c4cccc(Cl)c4)nnc23)n1

Assay by compound,41,42
IP6K1 inhibitor,-1,-2
3T3 cytotox,?,-22%
SNCA expr inhib,2%,5%
Luciferase inh,-5%,2%
GPT2 inhibitor,3%,i
HEK293 tox,?,?
HEK293 viab,-1%,-13%

More results follow.
nr	canonical_smiles	IP6K1 inhibitor	3T3 cytotox	SNCA expr inhib	Luciferase inh	GPT2 inhibitor	HEK293 tox	HEK293 viab
49	CN(C(=O)c1cc(COc2ccc3c(c2)OCO3)[nH]n1)C1CCOC1 (centres undefined)	0	i	-3%	2%	3%	-9%	3%
50	Cc1nc(-c2c3n(c(=O)n(Cc4cccc(Br)c4)c2=O)CCCCC3)no1	9	?	-5%	5%	i	-5%	-5%
51	CCn1cc(CN2CCN(C(=O)c3ccsc3)CC2)ccc1=O	-3	-19%	15%	?	-25%	-17%	6%
52	Cc1cccc(N2CCN(C(=O)C3CCCN(Cc4cccnc4)CCC(=O)NCC3)CC2)c1 (centres undefined)	0	-17%	-4%	-8%	2%	?	-2%
53	Cc1ccc(Nc2nc(C)nc(N)c2S(=O)(=O)c2ccccc2)cc1	-2	.	12%	.	.	.	8%
54	CCc1c(C)nc2nncn2c1Nc1ccc(C)c(F)c1	12	.	6%	.	.	.	-2%
55	COCCOC1CCOC2(CCN(C(=O)NCc3ccc(F)cc3)CC2)C1 (centres undefined)	-11	-9%	-7%	-8%	2%	5%	1%[12.5 µM]
56	Cc1ccc(-c2cn3c(n2)sc2cc(C(=O)NCCC4=CCCCC4)ccc23)cc1	9	.	168%[activator]	.	.	.	6%
57	Cc1ccc(CNC(=O)c2ccc(CSCc3cccc(C)c3)o2)cc1	-10	.	-27%	.	.	.	-7%
58	Cc1ccsc1C(=O)N1CCC2(CC1)C(=O)N(c1cccc(F)c1)C2c1ccccc1 (centres undefined)	-3	?	-22%	.	-2%	25µM*	-17%
59	CCO[C@H]1CN(C(=O)Cc2c(C)nn(-c3ccccc3)c2C)C[C@@H]1O	-12	-1%	-2%	-3%	-2%	i	13%
60	COc1cc(NC(=O)Cn2nc3c(cc2=O)CC(C)CC3)cc(OC)c1OC (centres undefined)	2	.	42%[activator]	.	.	.	-10%
61	O=C1NCCCCCCN(Cc2ccncc2)[C@@H]2CN(C(=O)C3CCOCC3)CC[C@@H]12	-3	-13%	2%	4%	1%	i	2%
62	COc1ccc(N(C)C2CN(C(=O)OC(C)(C)C)C2)cc1	4	-28%[138 µM]	-13%[87.6 µM]	.	-3%[88.5 µM]	-26%[172 µM]	2%[87.6 µM]
63	CCc1cc2c(cc3c(=O)n(CC(=O)NCCc4ccc(OC)cc4OC)nc(CC)n32)s1	-18	.	19%	.	.	.	-3%
64	O=C(NC(=O)c1cccc(F)c1)Nc1ccc(-c2cc(C(F)(F)F)nn2-c2ccccc2)cc1	-9	.	-6%	.	.	.	9%
65	COc1ccc(Cc2c(C)nn(-c3nc(C)c(C(=O)Nc4cccc(C(C)=O)c4)s3)c2C)cc1	-21	.	14%	.	.	.	-3%
